# PI5P4Ka inh: qHTS for Inhibitors of phosphatidylinositol 5-phosphate 4-kinase (PI5P4K) | Phosphatidylinositol 5-phosphate 4-kinase type-2 alpha (Homo sapiens), P48426 | PI5P4Kalpha enzyme, ADP-Glo luminescence, 60 min; hits give low values | AID 652105, 2013 | actives 1.2% (n = 330,000) | max response, %; active = max response of -50% or lower; inconclusive = between -30% and -50%; inactive = -30% or higher; also: value at the top dose of about 77 µM; % is scaled to controls: 0 for no effect and ±100 for the full control effect
# Target sequence (P48426 whole entry, looked up): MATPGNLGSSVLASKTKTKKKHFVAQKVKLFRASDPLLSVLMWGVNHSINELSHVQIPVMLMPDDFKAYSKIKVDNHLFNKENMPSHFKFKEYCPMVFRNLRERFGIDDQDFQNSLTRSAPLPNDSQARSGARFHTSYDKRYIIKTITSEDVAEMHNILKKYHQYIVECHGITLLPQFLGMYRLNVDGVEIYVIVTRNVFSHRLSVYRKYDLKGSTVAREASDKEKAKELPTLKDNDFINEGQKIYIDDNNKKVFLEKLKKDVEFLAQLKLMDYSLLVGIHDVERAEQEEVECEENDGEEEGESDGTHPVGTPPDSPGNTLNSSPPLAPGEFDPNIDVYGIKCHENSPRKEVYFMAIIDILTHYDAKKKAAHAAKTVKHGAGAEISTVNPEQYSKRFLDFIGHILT
#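 Human PI5P4Kalpha with substrate in 0.038 M HEPES pH 7.4, 0.28 mM EGTA, 0.1% CHAPS, 5% DMSO; reaction started with 5 microM ATP (final), 60 min at room temperature. ADP formed read by ADP-Glo luminescence.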
# PLK1 PBD block: qHTS for Inhibitors of PLK1-PDB (polo-like kinase 1 - polo-box domain): Primary Screen; actives 2.8% (n = 360,000); Plk1 PBD binding of FITC phosphopeptide, fluorescence polarization; Potency, µM, inactives show max response, negative = inhibition, hits mostly inhibitors; also: potency is read from the fitted curve at half-maximal effect; series mostly up to about 57 µM; % is scaled to controls: 0 for no effect and ±100 for the full control effect; nearly all actives have a fitted effect of over 65% in size
# Target sequence (P53350 whole entry, looked up, the tested form may be a part): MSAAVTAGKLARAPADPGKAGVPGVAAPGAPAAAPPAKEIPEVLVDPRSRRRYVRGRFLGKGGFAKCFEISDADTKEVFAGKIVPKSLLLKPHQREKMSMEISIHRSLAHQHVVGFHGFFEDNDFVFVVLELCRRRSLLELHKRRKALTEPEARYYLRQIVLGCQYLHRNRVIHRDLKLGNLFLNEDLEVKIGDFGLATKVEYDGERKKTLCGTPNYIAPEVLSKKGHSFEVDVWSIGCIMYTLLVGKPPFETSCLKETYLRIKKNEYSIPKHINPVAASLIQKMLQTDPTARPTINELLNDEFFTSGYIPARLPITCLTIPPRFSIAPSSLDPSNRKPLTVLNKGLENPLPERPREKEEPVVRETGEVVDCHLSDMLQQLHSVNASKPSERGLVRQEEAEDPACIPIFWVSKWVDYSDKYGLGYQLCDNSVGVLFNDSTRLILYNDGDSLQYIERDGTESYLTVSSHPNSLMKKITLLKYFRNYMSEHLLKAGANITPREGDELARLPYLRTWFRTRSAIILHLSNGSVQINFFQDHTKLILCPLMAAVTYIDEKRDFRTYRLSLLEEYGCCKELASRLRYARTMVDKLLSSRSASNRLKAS
# IL2 activator: qHTS of IL-2 Activators | IL-2 activation reporter assay, cell-based qHTS; stimulated with anti-CD3/CD4/CD28 beads; in transgenic mouse T cells | activation, % (series mostly up to about 46 µM) | actives 0.065% (n = 360,000) | AID 652025, 2013; in the data active = activation above about 50%; inconclusive = mostly about 30% to 49%; also: 0% is about no effect
#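 Readout is EGFP and DsRed signal by fluorescent plate cytometry after 18 h at 37 degrees C. Transgenic mouse T cells (750/well) received compound for 60 min before bead stimulation (anti-CD3, anti-CD4, anti-CD28); memory T cells served as non-tolerant control.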
# EPAC1 agonist: qHTS for Agonist of cAMP-regulated guanine nucleotide exchange factor 3 (EPAC1): primary screen; Rap guanine nucleotide exchange factor 3 (Homo sapiens), O95398; EPAC1 agonist qHTS, biochemical assay; response scale: 100% = response to 6.5 mM cAMP; Potency, µM (doses to about 154 µM), without a hit: top-dose activation, hits mostly activators; actives 0.073% (n = 360,000); also: potency is read from the fitted curve at half-maximal effect; nearly all actives have a fitted effect of over 60% in size
#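 Read-out is the fluorescence drop as BODIPY-GDP leaves Rap1B (480 nm excitation, 540 nm emission), recorded every 5 minutes over 30 minutes. Reactions held 100 nM EPAC1, 250 nM Rap1B–BODIPY-GDP and 50 uM GDP, with 6.5 mM cAMP setting full activation.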
# EPAC1 antagonist: qHTS for Antagonist of cAMP-regulated guanine nucleotide exchange factor 3 (EPAC1): primary screen; Rap guanine nucleotide exchange factor 3 (Homo sapiens), O95398; EPAC1 GEF assay, Rap1b-BODIPY-GDP exchange fluorescence; Potency, µM (series often up to 115 µM), inactives show at the highest dose activity change, negative = inhibition, usual class: inhibitors; actives 0.14% (n = 360,000);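 also: potency is read from the fitted curve at half-maximal effect; plate controls were vehicle for no effect and positive control for full effect; nearly all actives have a fitted effect of over 50% in size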
# WRN helicase inh: qHTS for Inhibitors of WRN Helicase. Bifunctional 3'-5' exonuclease/ATP-dependent helicase WRN (Homo sapiens), Q14191. AID 651768, 2012. WRN helicase unwinding, fluorescent forked duplex, kinetic. actives 0.46% (n = 360,000). Potency, µM (doses to about 114 µM), for inactives: top-dose activity change, negative = inhibition, hits mostly inhibitors; also: potency is read from the fitted curve at half-maximal effect; % is scaled to controls: 0 for no effect and ±100 for the full control effect; nearly all actives have a fitted effect of over 55% in size
#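 Screening of the MLSMR collection measured strand separation of a quenched forked DNA duplex (100 nM) by 20 nM WRN with 2 mM ATP, all final. Compounds were preincubated with enzyme 15 min at room temperature.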
# Abeta rescue: qHTS for compounds that reverse cellular toxicity of Amyloid beta (A-beta) peptide in yeast: Primary Screen. yeast expressing A-beta42, growth rescue, OD600, 48 h; response scale: 0% DMSO, 100% iron-clioquinol control. Potency, µM (titrated, usually from 46.1 µM), for inactives: at the top dose growth rescue, usual class: activators. actives 0.063% (n = 410,000). AID 1347071, 2019; also: potency is read from the fitted curve at half-maximal effect; nearly all actives have a fitted effect of over 55% in size
#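 Growth rescue measured by 600 nm absorbance after 48 h yeast culture at 30 C with compound. Values normalized between DMSO and an equimolar ferric chloride plus clioquinol control.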
# aSyn rescue: qHTS of alpha-syn Inhibitors; Yeast expressing alpha-synuclein, growth rescue, BacTiter-Glo, 24 h; Potency, µM (highest dose often 46.1 µM), for the others: top-dose growth rescue (activation), actives largely listed as activators; actives 0.14% (n = 370,000); AID 652106, 2013; also: potency is read from the fitted curve at half-maximal effect; % of control where 0% means no effect; nearly all actives have a fitted effect of over 65% in size
#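 Screening used galactose-induced yeast with toxic alpha-synuclein levels, exposed to compound for 24 hr at 30 deg C. Cell growth, read with BacTiter-Glo luminescence, gave the measured signal.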
# FUS suppressor: qHTS for Suppressors of FUS Proteinopathy: Primary screen using FUS-linked yeast assay. S. cerevisiae FUS-expressing, growth rescue, OD600, 24 h. Potency, µM (series often up to 76.6 µM), for the others: at the top dose growth rescue (activation), actives largely listed as activators. actives 0.24% (n = 390,000);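 also: potency is read from the fitted curve at half-maximal effect; plate controls were DMSO vehicle for no effect and reference control for full effect; nearly all actives have a fitted effect of over 55% in size; some results filed as inactive show a strong effect at the top dose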
#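 Read-out: OD at 600 nm after 24hr at 30C, reporting rescue of FUS-induced yeast toxicity. Cells at OD 0.005 in galactose (2%) minimal medium; compounds tested in a dilution series; CP55940 titration from 92uM final as control.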
# * marks the source's active call; other numbers are inactive results; ? = inconclusive; / = not tested or not shown; & = joins results of further samples; [ ] = another dose, or the depositor's remark. Unless noted, calls follow the shape of the dose curve; as a rule, active = well fitted curve in the direction sought with a large enough effect; inconclusive = small, poorly fitted or top-dose-only effect, or another doubt; inactive = no such curve, though single readings can be large; an effect the other way counts as inactive or inconclusive. Rows were taken by chance. About 4.1% of those tested had a hit in this group.
SMILES,PI5P4Ka inh,PLK1 PBD block,IL2 activator,EPAC1 agonist,EPAC1 antagonist,WRN helicase inh,Abeta rescue,aSyn rescue,FUS suppressor
CC1CCN(C(=O)Cn2c3ccccc3c3nc4n(c(=O)c32)CCS4)CC1,1,2%,0.0,-8%,7%,3%,6%,7%,30%
COc1ccccc1-n1c(SCC(N)=O)nc2sc3c(c2c1=O)CCC3,-8,5%,0.5,2%,?,-18%,0%,3%,8%
COCCOc1ccc(C(F)(F)F)cc1NC(=O)COC(=O)C1=COCCO1,4,-8%,4.8,-49%[inhibitor],-7%,-18%,-2%,-2%,19%
CCN1CCN(C(c2cccc(OC)c2OC)c2nnnn2Cc2ccco2)CC1 (stereo not given),-26,27µM*,0.4,7%,10%,-20%,-20%,0%,17%
COC(=O)c1ccc(CSc2nncn2C)cc1,11,-11%,-0.5,8%,-16%,-8%,4%,-9%,/
Cc1cc(S(=O)(=O)Nc2ccc(C(=O)NCC(C)(C)N3CCOCC3)cc2)ccc1F,-1,-16%,0.4,16%,-4%,11%,5%,-1%,-9%
NS(=O)(=O)c1ccc(O)c(N2C(=O)c3cccc4c(C(=O)O)ccc(c34)C2=O)c1,0,2%,3.8,0%,20%,-12%,-9%,9%,-10%
C=CCNC(=O)CSc1nc2scc(-c3ccco3)c2c(=O)n1CC=C,-28,-14%,4.7,-4%,?,-25%,-9%,-3%,27%
COc1ccccc1Nc1nc(C)cc(C)c1C(N)=O,3,-6%,1.3,1%,5%,-10%,7%,1%,-27%
CCC(CC)C(=O)N1CC(=O)Nc2ccc(Br)cc2C1c1ccccc1 (stereo not given),6,-6%,-0.3,-3%,-18%,-7%,6%,3%,-8%
CCOc1ccccc1NC(=O)c1cccc2c1C(=O)N(C1CCCCC1)C2,-5,-13%,-2.7,5%,-30%,10%,20%&-1%,-4%,14%&-26%
COc1ccc2ccccc2c1CNCCCN1CCOCC1,2,-1%,-0.2,6%,8%,3%,1%,1%,17%
Cc1ccc(-c2nc(CNC(=O)c3cc(C)on3)cs2)cc1,0,?,-3.8,6%,14%,5%,6%,6%,16%
CN1CCN(C(=O)c2cccc(-c3ccc4nncn4c3)c2)CC1,2,1%,1.6,-1%,0%,-3%,-14%,3%,-30%
CCOC(=O)c1c(C)oc2c1c(CN1CCN(C(=O)OCC)CC1)c(O)c1ccccc12,-56*,?,-2.9,15%,-8%,?,-15%,0%,/
Cc1ccc(NC(=O)C(C)OC(=O)COc2cccc(C(F)(F)F)c2)cc1S(=O)(=O)N1CCOCC1 (stereo not given),8,-3%,0.3,3%,-16%,-14%,4%,-1%,23%
Cc1ccc(S(=O)(=O)/C(C#N)=C/c2c(N3CC(C)OC(C)C3)nc3ccccn3c2=O)cc1 (stereo not given),1,-13%,-2.4,20%,-6%,-7%,4%,0%,?
O=C(COc1ccc(Cl)cc1)NCc1nnc(SCC(=O)Nc2ccccc2F)o1,-3,-3%,-3.5,-5%,-1%,0%,-6%,1%,25%
CCOc1ccc(S(=O)(=O)N2CCN(C(=O)COc3ccc(Br)cc3)CC2)cc1,5,-9%,0.3,6%,?,-12%,-15%,-10%,-29%
COC(=O)c1ccccc1NC(=S)NC(NC(=O)c1ccco1)C(Cl)(Cl)Cl (stereo not given),/,-26%,-1.0,27%,-15%,-16%,?,-12%,42%
Cc1cccc(OCC(=O)Nc2cccc(C(=O)NCC(C)C)c2)c1,6,-6%,-0.4,-8%,3%,10%,-5%,-1%,18%
COc1cc(C2=NOC(C(=O)Nc3ccc(C(C)=O)cc3)C2)cc(OC)c1OC (stereo not given),/,-9%,-2.3,4%,-6%,-11%,9%,-6%,27%
Cc1ccc(S(=O)CCNC(=O)Cc2ccccc2)cc1 (stereo not given),0,1%,-0.5,10%,6%,8%,4%,1%,3%
NC(=O)C(NN=C(c1ccccc1)c1ccccc1)c1ccccc1 (stereo not given),1,3%,1.1,10%,15%,-5%,12%,13%,-15%
COc1ccc(C(=O)NCCN2CCCC2)cc1OC,/,-3%,-1.0,9%,3%,-12%,2%,1%,-4%
CCOC(=O)c1[nH]c(COC(=O)c2ccccc2NC(=O)c2ccco2)c(C(=O)OCC)c1C,/,9%,-0.4,-6%,5%,-11%,-15%,2%,24%
COc1ccc(NC(=O)C/C(C)=N/NC(=O)c2ccccn2)c(OC)c1,-3,3%,-0.5,6%,-9%,-2%[57.1 µM],-8%,22%,-12%
C(=C\c1nc(-c2ccccc2)no1)/c1ccccc1,42,4%,1.3,2%,5%,-9%,-13%,-3%,-4%
N#Cc1cnn(-c2ccc([N+](=O)[O-])cc2[N+](=O)[O-])c1N,5,0%,-1.4,4%,-8%,-3%,-7%,-5%,-14%
OCc1cn(-c2ccc(Cl)cc2)nn1,-4,-4%,-0.6,1%,13%,-4%,-6%,3%,-8%
Cc1cc(N2CCN(C(C(=O)NC3CCCC3)c3ccco3)CC2)c2ccccc2n1 (stereo not given),-1,0%,1.3,-9%,5%,-3%,1%,0%,-1%
COc1ccccc1NC(=O)CSc1nc(N)c(-c2ccccc2)c(=O)[nH]1,-1,-12%,-2.0,-8%,-2%,-2%,-13%,-1%,3%
COC(=O)c1c(-c2cccnc2)csc1NC(=O)c1cc(C)on1,/,6.7µM*,4.6,-5%,?,-15%,7%,5%,35%
CCSc1nnc(-c2cccc(S(=O)(=O)N(CC)CC)c2)n1Cc1ccccc1,/,-17%,6.4,4%,8%,-2%,-11%,-3%,?
CCCc1nnc(SCC(=O)Nc2cccc(C(F)(F)F)c2)o1,1,-7%,-2.0,-6%,-28%,-35%,0%,-2%,16%
COc1cc(CN2CCc3ccccc3C2)ccc1O,1,-5%,-0.9,-1%,-4%,1%,3%,-7%,-20%
O=C(NC1C2CC3CC(C2)CC1C3)c1ccc(Br)o1 (stereo not given),1,-10%,2.1,-1%,-15%,-35%,-8%,-3%,7%
CCN1CCCC1CNC(=O)c1ccc(Sc2ccc(F)cc2)c([N+](=O)[O-])c1 (stereo not given),-11,-2%,0.4,-8%,-13%,0%,-6%,2%,6%
FC(F)(F)c1cccc(N2CCC(N=CN3CCCCCC3)=N2)c1,-1,?,-1.0,-7%,-7%,0%[57.1 µM],-11%,3%,-13%
O=C(O)c1ccc(S(=O)(=O)N2CCc3ccccc3C2)cc1,-2,-1%,-0.2,-1%,5%,4%,8%,11%,7%
O=C(CNC(=O)c1ccccc1F)Nc1ccc2c(c1)OCO2,-23,4%,-0.6,-10%,0%,4%,5%,0%,-14%
CCN1c2ccccc2-c2nc3ccccc3n2C1c1ccncc1 (stereo not given),-3,-5%,-0.1,0%,3%,-7%,-9%,-14%,-6%
C[C@@H](OC(=O)N(C)Cc1ccccc1)[C@H]1O[C@]2(C)CCCC[C@H]1O2,6,-7%,3.2,3%,-17%,2%,-2%,3%,1%
CCn1c(Sc2nc(C)nc3scc(-c4cccs4)c23)n[nH]c1=O,-2,-18%,-2.4,-6%,-1%,2%,-74%[inhibitor],0%,3%
COc1cc(S(=O)(=O)N(Cc2cccs2)C2CC2)ccc1-n1cnnn1,-5,-12%,0.6,7%,-10%,3%,5%,15%,/
CCn1c(SCC(=O)c2ccccc2)nc2sc3c(c2c1=O)CCN(C)C3,-12,-27%,-0.5,6%,-23%,-4%,-23%,-4%,70%
Nc1ccc(SC(F)(F)F)cc1,-15,-14%,-0.5,-1%,1%,-3%,0%,-9%,-26%
CC(=O)N1CCN(CC(=O)Nc2ccc([N+](=O)[O-])cc2Br)CC1,0,6%,3.0,1%,-6%,-3%,8%,-1%,1%
CCCC[C@H]1COCCS(=O)(=O)N1Cc1ccc(Br)cc1,1,?,-1.8,0%,?,-2%,5%,25%,40%
CCOC(=O)c1c(NC(=O)c2ccc(S(=O)(=O)N3CCOCC3)cc2)sc2c1CCN(C)C2,/,6%,-1.1,13%,-9%,-6%,6%,4%,12%
CC(=O)c1ccc(NC(=O)CCNS(=O)(=O)c2ccccc2F)cc1,-6,0%,-0.1,1%,7%,5%,-5%,-3%,4%
COC(=O)Cc1cc(OC)c(OC)cc1Cc1cc(OC)c(OC)cc1CC(=O)OC,/,-4%,0.3,1%,5%,4%[57.1 µM],-6%,-7%,-1%
COCCN1CCN(C(=O)C2CCC(=O)N(Cc3cccc(C(F)(F)F)c3)C2)CC1 (stereo not given),-3,4%,4.0,-1%,11%,-15%,9%,-2%,/
CCOC(=O)NNc1ccccc1,2,-12%,-1.3,0%,-1%,-3%,6%,-4%,2%

# 3 compounds picked at random from those above, as already listed:
SMILES,PI5P4Ka inh,PLK1 PBD block,IL2 activator,EPAC1 agonist,EPAC1 antagonist,WRN helicase inh,Abeta rescue,aSyn rescue,FUS suppressor
C(=C\c1nc(-c2ccccc2)no1)/c1ccccc1,42,4%,1.3,2%,5%,-9%,-13%,-3%,-4%
Cc1cc(S(=O)(=O)Nc2ccc(C(=O)NCC(C)(C)N3CCOCC3)cc2)ccc1F,-1,-16%,0.4,16%,-4%,11%,5%,-1%,-9%
COc1ccccc1Nc1nc(C)cc(C)c1C(N)=O,3,-6%,1.3,1%,5%,-10%,7%,1%,-27%
